CHO-K1 Ca ag: counter-screen for M1 agonists: effect in parental CHO-K1 cells; Fluo-8 calcium fluorescence; scaled to maximal ATP response, vehicle zero; activation, % at 3 µM; 0.48% of 360,000 active; in the data active = activation above about 15%;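 note: untransfected CHO-K1 host cells lacking M1 receptor as counterscreen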
CHRM1 PAM: human M1 muscarinic receptor positive allosteric modulators, primary screen, CHO-K1 cells, Fluo-8 calcium fluorescence, 1536-well; Muscarinic acetylcholine receptor M1 (Homo sapiens), P11229; CHO-K1 hM1, ACh EC20; 0% = ACh EC20, 100% = maximal ACh; activation, % at 3 µM; 0.088% of 360,000 active; in the data active = activation above about 19%, passing the limit was not always enough
Target sequence (P11229 whole entry, looked up): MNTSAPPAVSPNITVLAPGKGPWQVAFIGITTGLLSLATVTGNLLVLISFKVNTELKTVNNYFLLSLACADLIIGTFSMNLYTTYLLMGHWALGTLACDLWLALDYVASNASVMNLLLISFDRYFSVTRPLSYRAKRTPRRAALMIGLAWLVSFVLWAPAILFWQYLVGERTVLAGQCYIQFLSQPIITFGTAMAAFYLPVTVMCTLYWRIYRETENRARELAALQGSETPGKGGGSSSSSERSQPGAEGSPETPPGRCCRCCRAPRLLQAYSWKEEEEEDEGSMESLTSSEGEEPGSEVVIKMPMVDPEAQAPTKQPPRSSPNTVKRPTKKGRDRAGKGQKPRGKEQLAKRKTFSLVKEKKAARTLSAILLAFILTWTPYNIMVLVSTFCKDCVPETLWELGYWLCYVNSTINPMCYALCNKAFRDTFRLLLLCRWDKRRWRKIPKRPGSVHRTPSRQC
M1 PAM parental: nonselective calcium activators in parental CHO-K1 cells, primary screen, counter-screen for M1 PAM project, cell-based, Fluo-8 calcium fluorescence, full deck, 1536-well | AID 602247, 2012 | ATP EC20; 0% at ATP EC20, 100% at ATP max | activation, % at 3 µM | 0.02% of 360,000 active;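 active = activation above the run cutoff, the mean activation of all test compounds plus 3 SD, cut at about 40% in these data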;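 note: peak over basal fluorescence ratio in a 140 s read after ATP addition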
TAAR1 agonist: human TAAR1 agonists, primary screen, Fluo-8 calcium fluorescence, CHO RD-HGA16 cells; Trace amine-associated receptor 1 (Homo sapiens), Q96RJ0; vehicle wells 0%, saturating PEA agonist 100%; activation, % at 3 µM; 0.99% of 360,000 active; AID 624467, 2012;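 active = activation above the mean activation of all test compounds in the run plus 3 SD, cut at about 38% in these data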
Target sequence (Q96RJ0 whole entry, looked up): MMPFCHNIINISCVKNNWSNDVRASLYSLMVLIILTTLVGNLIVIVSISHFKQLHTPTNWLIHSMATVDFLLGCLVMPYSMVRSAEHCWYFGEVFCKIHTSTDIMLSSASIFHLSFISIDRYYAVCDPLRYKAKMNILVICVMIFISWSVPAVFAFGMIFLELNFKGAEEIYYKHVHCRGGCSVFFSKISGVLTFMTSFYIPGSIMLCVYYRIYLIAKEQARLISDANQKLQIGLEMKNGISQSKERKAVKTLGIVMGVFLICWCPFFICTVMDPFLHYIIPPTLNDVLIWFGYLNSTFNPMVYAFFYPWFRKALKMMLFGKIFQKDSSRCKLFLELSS
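Test system: RD-HGA16 (CHO) cells co-expressing Gα16 and hTAAR1 / Benchmarks: DMSO vehicle as 0%, PEA at EC100 as 100% / Repeats: no replicates (n 1) / Measure: % activation from peak over basal fluorescence ratio, DMSO-to-PEA scaled / Timing: 17-24 h plating, Fluo-8 75 min 37 °C, 30 min RT / Technique: kinetic Fluo-8 calcium fluorescence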
M1 antag: human M1 muscarinic receptor antagonists, primary screen, CHO-K1 cells, Fluo-8 calcium fluorescence, 1536-well | inhibition, % at 3 µM | 1.3% of 360,000 active | CHO-K1 hM1, ACh EC80 antagonist | AID 588852, 2011 | Muscarinic acetylcholine receptor M1 (Homo sapiens), P11229;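 active = percent inhibition above its own plate's cutoff, namely the mean of that plate's compound wells plus 3 SD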;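 note: peak over basal fluorescence ratio during 140 s after agonist addition; 0% = ACh EC80 plus DMSO and 100% = DMSO alone without agonist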
TAAR1 antagonist: human TAAR1 antagonists, primary screen, Fluo-8 calcium fluorescence, CHO RD-HGA16 cells; Trace amine-associated receptor 1 (Homo sapiens), Q96RJ0; antagonist; inhibition, % at 3 µM; 1.5% of 360,000 active;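 active = inhibition above a per-plate cutoff, the mean inhibition of test compounds on that plate plus 3 SD, cut at about 49% in these data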;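 note: 0% = DMSO plus EC80 beta-PEA response and 100% = DMSO alone without agonist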
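Material: CHO RD-HGA16 cells bearing hTAAR1; compound dosing: one-point dosing, 3 µM nominal final; schedule: dye loading 75 min at 37 °C, then 30 min room temperature; measured by: calcium fluorescence with Fluo-8; control set: vehicle and agonist controls; replication: n of 1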
CHRM1 agonist: human M1 muscarinic receptor agonists, primary screen, Fluo-8 calcium fluorescence, CHO-K1 cells, HTS; Muscarinic acetylcholine receptor M1 (Homo sapiens), P11229; CHO-K1 hM1, agonist mode; 0% DMSO, 100% acetylcholine EC100; activation, % at 3 µM; 0.33% of 360,000 active; AID 588814, 2011;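 active = activation above the run's mean compound activation plus 3 SD, cut at about 16% in these data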;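 note: peak over basal fluorescence ratio within a 140 s kinetic read after compound addition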
CHO parental Ca: ATP-evoked calcium signal inhibitors, parental CHO, primary screen, counter-screen for OX1R antagonist project, cell-based, fluorescence, Fluo-8 calcium dye; parental CHO-K1, ATP-induced calcium, Fluo-8 fluorescence; inhibition, % at 5.6 µM; 0.63% of 330,000 active;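 active = inhibition above that plate's mean sample inhibition plus 3 SD, cut at about 26% in these data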;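 note: 0% = ATP-challenged DMSO wells and 100% = DMSO wells without ATP; some compounds past the cut are filed as inactive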
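Material: Parental CHO cells | Reagent: ATP | Compound dosing: Single nominal dose of 5.6 µM per compound | Detection: Intracellular calcium via Fluo-8 no-wash fluorescent dye | Read-out: % inhibition of ATP-induced calcium mobilization | Benchmarks: Low control ATP plus DMSO, high control DMSO only | Replicates: Singlicate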
CHO-K1 Ca antag: nonselective inhibitor or artifact in parental CHO-K1 cells | inhibition, % at 3 µM | 0.6% of 360,000 active | ATP-induced calcium, Fluo-8 fluorescence;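 active = inhibition above a per-plate cutoff, the plate's mean sample inhibition plus 3 SD, cut at about 24% in these data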;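 note: 0% = DMSO plus EC80 ATP and 100% = DMSO alone without ATP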
The depositor's hits bear a star; · = no result given.

Order of values: CHO-K1 Ca ag	CHRM1 PAM	M1 PAM parental	TAAR1 agonist	M1 antag	TAAR1 antagonist	CHRM1 agonist	CHO parental Ca	CHO-K1 Ca antag
1. COCCCNc1nc(N)c([N+](=O)[O-])c(Nc2ccccc2OC)n1
 : 20*	10	11	18	-18	-16	11	-51	5
2. CCOc1ccc(Cl)cc1S(=O)(=O)N1CCC(C(=O)NC2CC2)CC1
 : 2.0	7	17	2	-13	-28	-4	2	-18
3. CC(=O)Nc1ccc(C(=O)OCC(=O)Nc2ccc([N+](=O)[O-])cc2C(F)(F)F)cc1
 : 7.0	2	29	6	-5	7	-9	-7	-11
4. CC(C)(C)N(Cc1nc(-c2ccccc2)no1)C(=O)c1ccc2c(c1)OCO2
 : -0.5	7	13	-2	-10	-54	-5	-16	-21
5. Cc1noc(NS(=O)(=O)c2ccc(N/C=C\C(=O)c3ccccc3)cc2)c1C
 : 2.8	13	28	15	-4	-7	-9	-18	-8
6. O=C(Nc1ccccc1)C1=C[C@H](C2CCCCC2)C[C@H](OCCCCO)O1
 : 0.1	10	13	-1	-10	2	-4	-9	2
7. O=C1c2ccccc2NC(c2ccccc2)N1Cc1ccco1 (stereo not given)
 : 0.3	0	-2	10	7	-7	-4	-4	6
8. CC(C)(C)OC(=O)C[C@H]1C/C=C\C[C@@H](CC(=O)NCCO)C(=O)NCCOC1=O
 : 0.6	0	0	7	4	-5	-5	8	-8
9. CCOC(=O)C1=C(C)NC(C)=C(C(=O)OCC)C1c1ccc(C)o1
 : -0.1	3	6	-3	0	-6	-7	-13	-2
10. CN(C)c1ccc(CNC(=O)c2ccc(CNc3c(N4CCCCC4)c(=O)c3=O)cc2)cc1
 : 0.2	27*	10	2	-12	3	-7	-10	2
11. CC(C)C(=O)NC(=S)Nc1sc2c(c1C(N)=O)CCCC2
 : 8.7	8	23	4	-4	9	5	7	-2
12. O=C1OC(Cc2ccccc2)(c2ccccc2)c2ccccc21 (stereo not given)
 : -0.1	-7	33	0	-13	-23	-9	·	-16
13. Cc1cnn(C(=S)NCc2ccco2)c1
 : 0.0	10	4	3	0	-10	-3	-1	8
14. Cc1cccc(NC(=O)Cc2cccs2)n1
 : -0.1	6	-4	0	-3	-7	-1	-6	4
15. O=C(O)c1cc(S(=O)(=O)N2CCCCCC2)ccc1Cl
 : -0.3	1	-5	0	8	-1	-3	8	7

(cont.)
Order of values: CHO-K1 Ca ag	CHRM1 PAM	M1 PAM parental	TAAR1 agonist	M1 antag	TAAR1 antagonist	CHRM1 agonist	CHO parental Ca	CHO-K1 Ca antag
16. CCOC(=O)C1=C(C)NC(C)=C(C(=O)OCC)C1C(=O)OCC(=O)N(C)C
 : 0.1	1	6	0	0	-7	-3	3	-8
17. Cn1c(=O)c2c(SCC(=O)N3CCCc4ccccc43)nc(CC(C)(C)C)nc2n(C)c1=O
 : 3.2	6	1	·	-11	·	-3	8	18
18. CCc1nnc(NC(=O)CSc2nnc(C)n2CC2CCCO2)s1 (stereo not given)
 : -0.1	4	3	17	-7	-6	-1	1	-6
19. Cc1ccnc(NS(=O)(=O)c2ccc(NC(=O)Cc3ccc(Cl)cc3)cc2)n1
 : 0.1	13	2	1	-14	3	-3	-9	-3
20. N#C/C(=C\c1c(N2CCCCC2)nc2ccccn2c1=O)C(=O)NCc1ccco1
 : 1.8	9	-7	9	-11	1	-4	-27	-12
21. CC12CN(Cc3ccccc3)CC(C)(CN(Cc3ccccc3)C1)C2=O
 : -0.1	7	11	2	-7	-12	-6	-9	-5
22. N#C/C(=C\c1ccc(OC(=O)c2ccc(Br)s2)cc1)c1nc2ccccc2[nH]1
 : -0.6	17	4	7	2	-16	2	-5	11
23. CCOc1ccc2cc(/C=C/C(=O)c3ccco3)c(Cl)nc2c1
 : 1.8	4	12	12	-3	3	-2	-2	-9
24. CC(C)n1c(=O)c2ccccc2n1CC(=O)N1CCOCC1
 : -0.1	·	4	0	·	-5	·	·	-14
25. O=C1NC[C@@H](CCCCN2C[C@H](Cc3ccc(O)cc3)N(CCc3ccc(O)cc3)C(=O)C2=O)N(CCc2ccccc2)C1=O
 : 1.4	·	0	2	·	-5	·	·	2
26. Cc1oc(-c2ccc(Cl)cc2)cc1C(=O)NC1CCN(Cc2ccccc2)CC1
 : 0.3	6	16	15	-8	-13	-3	-19	-11
27. CCC(C)N1CC23C=CC(O2)C(C(=O)OCc2ccccc2)C3C1=O (stereo not given)
 : -0.2	6	6	1	-29	-14	-3	-14	-2
28. O=C(NC1(C(F)(F)F)C(=O)Nc2c1c(=O)[nH]c(=O)n2-c1ccc(F)cc1)c1cccnc1 (stereo not given)
 : 1.0	6	12	21	0	2	-6	-5	0
29. CCOc1ccc(NC(=O)CN(C)C2=NS(=O)(=O)c3ccccc32)cc1
 : -0.1	3	7	1	-14	-16	-3	·	0
30. COC(=O)c1ccc(COC(=O)CNC(=O)c2cccc(OC)c2)o1
 : 0.2	6	13	3	-4	6	-3	-5	-13

Later entries
Order of values: CHO-K1 Ca ag	CHRM1 PAM	M1 PAM parental	TAAR1 agonist	M1 antag	TAAR1 antagonist	CHRM1 agonist	CHO parental Ca	CHO-K1 Ca antag
31. C[C@@H]1CN([C@@H](C)CO)C(=O)CCCn2nncc2CO[C@@H]1CN(C)S(=O)(=O)c1ccc(Cl)cc1
 : 0.6	4	19	0	-16	-6	-4	·	-5
32. COC(=O)CCC(=O)Nc1ccc(S(=O)(=O)N2CCc3ccccc32)cc1
 : 1.2	6	-17	4	-5	9	-4	11	12
33. Cc1cc(C)cc(C(N)=Nc2cccc(C#N)c2)c1
 : 0.7	0	6	6	2	-15	-6	-18	-12
34. CCN(c1ccccc1)S(=O)(=O)c1ccc(OC)c(NC(=O)c2cccs2)c1
 : 1.6	8	10	-1	-11	-2	-3	-11	-17
35. CCCN(CC1CC1)c1nc(N)c2c(N)nc(OC)cc2c1C#N
 : 4.5	0	14	9	6	2	-1	-33	0
36. CCOC(=O)c1ccc(COC(=O)CCc2nc3ccccc3[nH]c2=O)o1
 : 1.3	7	15	15	-11	-10	-4	-10	-1
37. CCOc1cc(C)c(Cl)cc1S(=O)(=O)NCc1ccc2c(c1)OCO2
 : 1.9	2	19	10	1	-4	-3	-4	-7
38. C[C@H](NC(=O)[C@H]1N2C(=O)c3ccccc3C2SC1(C)C)C(=O)NCC1CCCO1 (stereo not given in full)
 : 0.7	5	9	5	-5	-25	-3	-15	-12
39. CC(=O)NS(=O)(=O)c1ccc(N2C(=O)CC(Sc3nccc(C)n3)C2=O)cc1 (stereo not given)
 : 0.0	0	17	3	-8	4	-1	-6	-6
40. C[C@H](CO)N1C[C@H](C)[C@@H](CN(C)S(=O)(=O)c2cccs2)Oc2ccc(NS(=O)(=O)c3ccccc3)cc2CC1=O
 : 0.8	20	12	1	-27	-4	-9	-13	-9
41. COCCCNC(=O)/C(C#N)=C/c1c(N2CCN(c3cccc(Cl)c3)CC2)nc2c(C)cccn2c1=O
 : 0.9	3	8	4	2	32	-6	-33	-5
42. Cc1ccc(NC(=O)c2ccccn2)c(Br)c1
 : -0.5	2	9	12	-2	-1	-3	-4	-8
43. O=S(=O)(NCc1ccccn1)c1ccccn1
 : 0.5	6	-9	6	-11	0	0	-11	-5
44. O=C(O)/C=C/C(=O)N1CCN(S(=O)(=O)c2cc(C(F)(F)F)ccc2Cl)CC1
 : -0.6	4	-7	2	5	10	-1	-9	4
45. COc1ccc(COCC(O)CN2CCc3ccccc3C2)cc1OC (stereo not given)
 : 2.0	5	11	14	-8	-23	4	-18	-13

The list goes on:
Order of values: CHO-K1 Ca ag	CHRM1 PAM	M1 PAM parental	TAAR1 agonist	M1 antag	TAAR1 antagonist	CHRM1 agonist	CHO parental Ca	CHO-K1 Ca antag
46. Cc1cc(C)n(CC(C)NC(=O)c2cc(COc3ccc(F)c(F)c3)on2)n1 (stereo not given)
 : 5.3	2	1	6	-7	-2	2	·	-14
47. CC1CCN(C(=O)c2ccc(S(=O)(=O)Cc3cccc(F)c3)c([N+](=O)[O-])c2)CC1
 : 1.5	12	27	3	-14	4	-9	-14	-4
48. Cn1nccc1C(=O)Nn1cnnc1
 : 0.1	6	9	4	-3	15	-1	-9	-3
49. Cc1ccc2[nH]c(=O)c(NC(N)=S)nc2c1
 : 0.0	1	-8	2	-4	-10	-2	-11	-11
50. COc1cc(OC)c(OC)cc1CN1CCN(C(=O)CC(C)C)CC1
 : 0.2	2	16	3	-11	-3	-7	-9	-7
51. O=C(O)Cc1ccc(NC(=O)Nc2ccc3c(c2)OCO3)cc1
 : 1.7	20	-8	1	-14	-1	4	·	-12
52. COc1ccc(N(CC(=O)NCc2cccnc2)S(=O)(=O)c2ccc(C)c([N+](=O)[O-])c2)cc1
 : 0.7	4	7	3	-5	-24	-12	-18	-9
53. COCCn1c(SCc2cccc([N+](=O)[O-])c2)nc2ccccc2c1=O
 : 1.5	-12	-19	-1	5	33	-6	-19	-4
54. CCOC(=O)N1CCN(C(=O)c2ccc(C)c(S(=O)(=O)Nc3ccccc3)c2)CC1
 : -0.1	5	17	0	-18	-4	-3	-24	-8
55. CCCCOc1ccc(C2(C(=O)O)CCCC2)cc1
 : 0.1	8	16	12	-29	-5	-3	-3	-6
56. Cc1ccc(/C=C2\SC(=S)N(C3CCS(=O)(=O)C3)C2=O)o1 (stereo not given)
 : 0.6	24	15	2	-15	-5	7	-20	2

Screening results deposited in PubChem BioAssay by The Scripps Research Institute Molecular Screening Center.
